VIM-2 inh: blocks Pseudomonas aeruginosa VIM-2 metallo-beta-lactamase; purified VIM-2, nitrocefin hydrolysis, epi-absorbance fluorescence; 0.89% of 290,000 active; inhibition, % at 5.6 µM;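 active = inhibition above the mean of all tested compounds plus 3 SD, cutoff set per screening run, cut at about 7.5% in these data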;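 also: red hydrolysis product quenches plate fluorescence so inhibitors raise well fluorescence; 0% = enzyme with DMSO and 100% = DMSO without enzyme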
IMP-1 inh: inhibitors of Pseudomonas aeruginosa IMP-1 metallo-beta-lactamase. purified IMP-1, nitrocefin hydrolysis, epi-absorbance fluorescence. 0.45% of 290,000 active. inhibition, % at 5.6 µM. AID 1556;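 active = inhibition above the mean plus 3 SD of all compounds in the same screening run, cut at about 4.5% in these data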;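 also: 0% = IMP-1 with DMSO and 100% = DMSO wells lacking enzyme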
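System: purified recombinant IMP-1 beta-lactamase. Medium: Zinc- and detergent-supplemented HEPES buffer, pH 7.1. Compound: one 5.6 µM dose […]. Schedule: 15 min preincubation plus 25 min reaction at 25 °C. Technique: Epi-absorbance fluorescence, 480 nm excitation, 530 nm emission.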
DNA FID counter: fluorescent intercalator displacement, NS3 helicase counter-screen; DNA fluorescent intercalator displacement, fluorescence; AID 1845; 0.17% of 290,000 active; inhibition, % at 7.9 µM; in the data active = inhibition above about 37%;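 also: 0% = vehicle and 100% = reference compound; higher means more ethidium bromide displaced from hairpin DNA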
MEKK3 PB1 HTS: raises or lowers MEK5 binding to the human MEKK3 PB1 domain | Q99759 | bead-based flow cytometry, Alexa488-MEK5 binding to MEKK3; actives lie on both sides; 0 = blocked by unlabeled MEK5, 100 = vehicle | binding response (% of control), % at 10 µM | 1.4% of 290,000 active | AID 1529;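 active = binding response more than 3 SD above or below the average of its plate-row segment, actives on both sides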;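 also: Alexa488 bead fluorescence after subtracting the streptavidin-only scavenger bead signal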
Target sequence (Q99759 whole entry, looked up, the tested form may be a part): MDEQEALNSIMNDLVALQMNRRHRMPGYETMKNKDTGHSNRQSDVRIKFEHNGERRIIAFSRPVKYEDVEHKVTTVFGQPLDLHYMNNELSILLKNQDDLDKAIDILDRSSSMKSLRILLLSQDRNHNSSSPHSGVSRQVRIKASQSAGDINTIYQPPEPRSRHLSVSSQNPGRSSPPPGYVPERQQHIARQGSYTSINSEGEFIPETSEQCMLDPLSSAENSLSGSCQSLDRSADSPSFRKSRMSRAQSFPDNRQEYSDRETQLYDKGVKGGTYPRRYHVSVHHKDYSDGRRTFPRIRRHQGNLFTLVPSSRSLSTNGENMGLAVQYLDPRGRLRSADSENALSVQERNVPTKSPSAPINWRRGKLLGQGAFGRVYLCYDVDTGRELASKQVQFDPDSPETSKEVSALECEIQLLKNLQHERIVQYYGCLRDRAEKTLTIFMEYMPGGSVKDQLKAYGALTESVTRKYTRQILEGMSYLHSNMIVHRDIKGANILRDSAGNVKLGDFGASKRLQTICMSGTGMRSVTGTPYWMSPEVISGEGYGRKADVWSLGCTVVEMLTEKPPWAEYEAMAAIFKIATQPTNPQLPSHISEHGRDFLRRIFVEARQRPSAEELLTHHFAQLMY
p-CIP stab down: compounds decreasing mouse p/CIP protein stability; Q05BA5; F442A p/CIP-EGFP cells, EGFP fluorescence, 16 h; decrease of EGFP signal, % at 10 µM; 0.01% of 290,000 active;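 active = EGFP signal decrease of at least 30% at 10 µM or well 3 SD below plate mean, unless failing retest; inactive = the rest, including hits failing retest or dose response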; also: some compounds called inactive have numbers as strong as hits; many of its hits are not listed in these tables
UBC9 SUMO inh: blocks human SUMOylation mediated by UBC9; P63279; inhibition, % at 35 µM; 0.36% of 290,000 active; HTRF SUMOylation assay, SAE1/SAE2 + UBC9, in vitro; in the data active = inhibition above about 50%, passing the limit was not always enough; also: strong numbers were not always called active
NS3 helicase inh: HCV NS3 helicase inhibition | NS3 helicase DNA unwinding, Cy5 molecular beacon fluorescence | inhibition, % at 10.9 µM | 0.56% of 290,000 active;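 active = inhibition above the mean of all tested compounds plus 3 SD, set per campaign, cut at about 35% in these data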;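 also: 0% = DMSO wells and 100% = thioflavine S control wells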
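assay system = NS3 helicase fragment of HCV | buffer or medium = MOPS pH 6.5, MgCl2, DTT, Tween20, BSA | timing = 60 min unwinding reaction at 25 °C after ATP addition | signal = Cy5 beacon fluorescence read at start and 1 h | read-out basis = % inhibition of unwinding | control set = low DMSO, high thioflavine S at 110 µM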
IDE cell activ: activators of human insulin-degrading enzyme in cells. HEK cells, FAbeta-B cleavage, fluorescence polarization; 0% vehicle, 100% cell-free pure enzyme wells. AID 493087. 0.073% of 340,000 active. P14735. activation, % at 5.96 µM;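 active = activation above the mean of all tested compounds plus 3 SD, set per screening campaign, cut at about 17% in these data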
PHOSPHO1 inh: PHOSPHO1 (human) inhibition; AID 1565; inhibition, % at 13.3 µM; 1.1% of 290,000 active; recombinant PHOSPHO1, absorbance phosphatase assay; in the data active = inhibition above about 60%
Target sequence (Q8TCT1 whole entry, looked up): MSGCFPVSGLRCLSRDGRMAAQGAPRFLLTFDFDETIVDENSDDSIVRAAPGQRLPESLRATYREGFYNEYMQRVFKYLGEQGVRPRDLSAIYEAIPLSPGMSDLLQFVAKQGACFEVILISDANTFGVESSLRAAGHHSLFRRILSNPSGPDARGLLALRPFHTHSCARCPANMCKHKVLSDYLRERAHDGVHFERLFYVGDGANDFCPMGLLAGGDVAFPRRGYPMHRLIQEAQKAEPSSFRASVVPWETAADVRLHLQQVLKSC
An asterisk follows results filed as active; x = not tested or not shown. Some of the compounds tested, so the mix of outcomes need not match the whole.

Under each structure: VIM-2 inh, IMP-1 inh, DNA FID counter, MEKK3 PB1 HTS, p-CIP stab down, UBC9 SUMO inh, NS3 helicase inh, IDE cell activ, PHOSPHO1 inh
1	COc1cc(C(C(=O)NC2CCCC2)N(Cc2ccccc2)C(=O)c2snc(C(N)=O)c2N)ccc1O (stereo not given)
 : 2.6, -1.4, -24, 98, 5, 31, 16, -1, 26
2	O=C(CSCc1ccccc1)N/N=C/c1cc2c(cc1Br)OCO2
 : -2.2, -3.0, -9, 104, 1, 1, -6, -1, -9
3	Cc1ccc(-c2[nH]c3ccccc3c2C(C[N+](=O)[O-])c2ccco2)cc1 (stereo not given)
 : -1.5, -0.9, 6, 104, 4, 0, 4, -3, 21
4	COC(=O)CN1C(=O)Nc2ccc(Br)cc2C1c1ccccc1Cl (stereo not given)
 : -3.2, -1.2, -32, 105, -6, -13, -9, 2, 18
5	O=C(NN=C1CCCC1)c1cccc(Br)c1
 : -4.6, -3.6, -5, 111, -19, 15, 1, 0, 40
6	CCC(O)(c1ccc(OC)cc1)C(CN1CCOCC1)c1ccccc1 (stereo not given)
 : -2.4, -2.0, -10, 98, -6, -1, -11, 2, -8
7	CC(C)CC(OC(=O)c1ccco1)C(=O)NC1CCCC1 (stereo not given)
 : -1.3, 1.7, -12, 93, 12, -8, 1, 0, 32
8	CC(=O)c1cccc(NC(=O)CSCc2ccccc2)c1
 : -1.3, -0.3, -6, 100, -3, 10, 3, 7, 4
9	COc1ccccc1OCC(=O)NNC(=O)c1ccc2c(=O)n3c(nc2c1)CCC3
 : -2.2, -1.2, -26, 98, -2, 8, 14, 1, 33
10	COC(C[C@H](O)[C@@H](C)[C@@H](O)COCc1ccccc1)OC
 : x, x, x, 97, 7, -17, x, 5, 26
11	Cc1cc(N2C(=O)C(O)=C(C(=O)c3ccco3)C2c2ccc(Cl)cc2)no1 (stereo not given)
 : -4.4, -2.3, -50, 102, -1, 7, 28, 7, 34
12	CCOC(=O)C1CCN(S(=O)(=O)c2c(C)n[nH]c2C)CC1
 : -2.2, -3.9, 3, 106, -2, 0, -1, 6, 10
13	CC(C)c1ccc(N(CC(=O)NC(C)(C)C)C(=O)CCC(=O)Nc2nccs2)cc1
 : -1.9, -2.4, -38, 109, -14, 8, 4, 0, 24
14	COc1ccc(N2CCN(c3ccc(N)cc3C#N)CC2)cc1
 : -1.8, -9.2, -4, 96, -6, -10, 14, 0, 29
15	O=C(Cn1c(=O)oc2cc(S(=O)(=O)N3CCc4ccccc43)ccc21)NC1CCCC1
 : 1.3, -7.7, -17, 105, -18, 14, -4, 1, 6
16	CC(C)(C)c1ccc(OCC(=O)N/N=C/c2ccsc2)cc1
 : -2.1, -1.8, 1, 109, -1, -7, -5, 2, -16
17	O=C(COc1ccccc1)N=C1SC2CS(=O)(=O)CC2N1c1cccc(F)c1 (stereo not given)
 : -2.9, -1.6, -13, 98, -4, 8, -8, -5, 17
18	CCCCCn1c2nc3ccccc3nc2c2c(=O)n(CC(C)C)cnc21
 : -0.9, -1.1, 1, 101, -3, 3, 7, -7, 12
19	COc1ccc(NC(=O)CSc2nncn2C)cc1OC
 : -1.1, -0.6, 5, 96, 9, 6, 11, 2, 5
20	Cc1onc(-c2ccccc2)c1C(=O)Nc1ccc2c(C)cc(=O)oc2c1
 : 0.7, -2.8, -10, 102, -20, 6, -3, 1, 25
21	CCOC(=O)Cn1cc(C(=O)C(C)(C)C)c2ccccc21
 : -3.6, -3.3, -4, 99, -7, 10, 3, 1, 23
22	Cc1ccc(S(=O)(=O)N2CCC(=O)N(C(COCc3cccc(C)c3)C(C)C)CC2)cc1 (stereo not given)
 : -1.0, -2.4, -40, 105, 0, -6, 0, 2, -6
23	O=C(NCc1nnc(SC/C=C/c2ccccc2)o1)c1ccco1
 : -1.4, -1.8, -11, 95, -25, -16, 2, 1, 21
24	Cc1ccccc1NC(=O)Nc1ccccc1C(=O)NCc1ccccc1
 : -0.4, -0.5, -7, 93, -10, 35, -4, 0, 9
25	Cc1ccc(C(=O)n2nc(-n3cccc3)c3c(C)cc(C)nc32)cc1
 : 2.8, 0.6, -7, 106, -2, 6, 8, 3, 53
26	Nc1cccc2nc3ccccc3cc12
 : 4.3, 0.1, 45*, 100, -5, 21, 24, 4, -3
27	CC12CCC(C(=O)Nc3cccnc3)(CC1=O)C2(C)C (stereo not given)
 : 0.1, -1.0, -3, 103, 0, -4, 10, -1, -8
28	CN(C)/C=C(/C(=O)c1ccc(Cl)cc1)S(=O)(=O)c1ccccc1
 : -3.7, -3.8, 3, 95, 2, -2, 9, 0, 28
29	CC[n+]1c(-c2ccc(C)cc2)csc1Nc1c(C)n(C)n(-c2ccccc2)c1=O
 : -0.7, -2.8, -16, 99, 2, -2, -14, -1, -6
30	O=C1NCCN1Cc1ccccc1F
 : -1.2, -3.9, -3, 85, 14, 6, -1, -4, -1
31	COc1ccc(NC(=O)CCCc2c[nH]c3ccccc23)cc1OC
 : -0.8, -1.9, -17, 113, -1, -14, 0, -1, -3
32	OCCn1c(SC2CCCCC2)nc2ccccc21
 : 0.1, -2.7, -9, 100, -1, 10, 5, -5, -4
33	Cc1ccc(SCCNC(=O)c2ccc([N+](=O)[O-])c(C)c2)cc1
 : 1.8, 1.6, 3, 102, -3, -6, 8, 6, -2
34	CC(=O)OCC#CCSc1nc2ccccc2n1C
 : -2.5, 0.0, -8, 96, 2, -2, 10, 1, 2
35	CCCCSCCCNC(=O)c1ccc(CS(=O)(=O)c2ccccc2OC)o1
 : -2.9, -2.1, -38, 102, -2, 10, -11, 1, 20
36	Cc1cc(NC(=O)c2ccc([N+](=O)[O-])cc2)n(C)n1
 : -1.6, -1.1, -2, 98, -12, 15, 7, x, 29
37	COC(=O)c1cn(Cc2cccnc2)c(=O)c2ccccc12
 : -1.2, -2.2, -4, 103, -2, 14, 6, -1, 45
38	Cc1cc(C)cc(C(=O)Nc2nc3ccccc3[nH]2)c1
 : -2.4, -4.1, -12, 105, -8, 23, 0, 1, 36
39	Cc1cc(C(=O)Nc2c(F)cc(F)cc2Br)n(-c2ccccc2)n1
 : 1.2, -0.6, -5, 102, -1, 15, -3, 1, 15
40	Cc1ccc(C(=O)COC(=O)c2ccco2)cc1C
 : -0.9, -2.8, -20, 105, -2, 2, 11, 2, 14
41	CCOC(=O)c1c(NC(=O)CN2C(=O)NC3(CCC(C)CC3)C2=O)sc(C)c1-c1ccc(C)cc1 (stereo not given)
 : -3.7, -4.4, 1, 118, -3, 5, -3, -1, 12
42	CN(C)S(=O)(=O)c1ccc(NC(=O)c2ccc([N+](=O)[O-])cc2)cc1
 : -3.3, -1.4, 8, 92, -6, 16, -8, -1, 35
43	Fc1ccc(C2CC(c3ccccc3)Nc3ncnn32)cc1 (stereo not given)
 : -1.4, 0.0, -15, 96, -8, 3, 1, -1, 23
44	COc1ccc(CCNC(=O)Cn2c(=O)cnc3ccccc32)cc1
 : -2.2, -1.6, -2, 99, -3, -4, 0, 2, 3
45	CCOC(=O)c1c(CSc2nc(C)cc(C)c2C#N)n(C)c2cc(Br)c(OC(C)=O)cc12
 : -0.5, -1.2, 3, 101, -9, 8, 1, 3, -17
46	C/C(=N\NC(=O)C(O)c1ccccc1)c1ccc(Br)s1 (stereo not given)
 : 0.0, 0.3, -7, 102, 5, -16, 2, 5, 54
47	Cc1ccc(OCC(=O)Oc2ccc(C(C)C)cc2)cc1
 : 1.3, -1.5, -13, 96, 1, 7, -13, 9, x
48	CC1CCN(S(=O)(=O)c2ccc3nc(-c4ccccn4)cc(C(=O)NCCN(C)Cc4ccccc4)c3c2)CC1
 : -3.1, -2.2, -3, 90, -80, 11, -20, 1, -10
49	COc1cccc(CNC(=O)CCC2CCCN(Cc3cc4ccccc4o3)C2)c1 (stereo not given)
 : -0.2, -1.0, 4, 103, -7, 8, -4, 6, 37
50	COCCC(=O)N1CCC(Oc2ccc(C(=O)N3CCCCC3CCO)cc2)CC1 (stereo not given)
 : 0.0, -1.4, -27, 101, 1, -1, 5, 3, 41
51	O=C(CSc1nnc(NC(=O)c2ccccc2F)s1)NCc1ccc(F)cc1
 : 38*, -0.5, -12, 105, -2, 11, -1, 6, 46
52	Cc1ccc(NC(=S)N(CCCN2CCCC2)Cc2cccn2Cc2ccc(Cl)cc2)cc1
 : -2.9, -2.3, 28, 106, -6, -3, -92, 6, -26
53	CC(C(=O)N1CCOCCOCCOCCOCCOCC1)N1C(=O)c2ccccc2C1=O (stereo not given)
 : -0.1, -2.6, -6, 100, -1, 3, -16, 7, 8
54	Cc1cc2c(cc1S(=O)(=O)N(C)C1CCCCC1)OCC(=O)N2
 : -4.1, -2.3, -18, 99, -8, 3, -6, -6, 5
55	CCC(=O)Nc1nc2c(c(=O)[nH]1)CCCC2
 : -1.3, -1.4, 0, 108, -2, 5, 0, -3, 16
56	O=C(CSC1CC(=O)N(c2ccc(C(=O)O)cc2)C1=O)Nc1ccc(Cl)cc1 (stereo not given)
 : 0.3, -2.5, -2, 109, -2, 14, -25, 6, 19
57	CC(=O)NC(CCS(C)(=O)=O)C(=O)Nc1c(C)cccc1C (stereo not given)
 : -2.6, -3.6, 6, 102, -14, 8, -9, 2, -20
58	O=C(CN1CC(=O)Oc2ccccc21)OCC(=O)c1cccc(Br)c1
 : -0.7, -1.3, -1, 102, -9, 5, 5, 2, -7
59	CN(C)c1ccc([C@@H]2[C@@H]([N+](=O)[O-])[C@H]3C=Cc4ccccc4N3[C@H]2C(=O)c2ccc(Cl)cc2)cc1
 : -0.5, 2.4, -4, 80, -39, 28, -3, -15, 3

Results in PHOSPHO1 inh, IDE cell activ and p-CIP stab down, for two of the compounds above:
No. | structure | PHOSPHO1 inh | IDE cell activ | p-CIP stab down
55 | CCC(=O)Nc1nc2c(c(=O)[nH]1)CCCC2 | 16 | -3 | -2
56 | O=C(CSC1CC(=O)N(c2ccc(C(=O)O)cc2)C1=O)Nc1ccc(Cl)cc1 (stereo not given) | 19 | 6 | -2

Screening data (PubChem)
